V1aR counter – agonists of human V1a receptor, primary screen, counter-screen for OXTR agonist project, fluorescence, CHO-V1R cells; Vasopressin V1a receptor (Homo sapiens), P37288; Fluo-8 calcium fluorescence, agonist mode; 0% DMSO, 100% 3 nM vasopressin; activation, % at 3 µM; 320,000 tested, 0.25% active; AID 2797, 2010;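 active = activation above the mean activation of all tested compounds plus 3 SD, per screening run, cut at about 20% in these data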;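 also: signal is peak over basal fluorescence ratio across a 100 second FLIPR read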
Target sequence (P37288 whole entry, looked up): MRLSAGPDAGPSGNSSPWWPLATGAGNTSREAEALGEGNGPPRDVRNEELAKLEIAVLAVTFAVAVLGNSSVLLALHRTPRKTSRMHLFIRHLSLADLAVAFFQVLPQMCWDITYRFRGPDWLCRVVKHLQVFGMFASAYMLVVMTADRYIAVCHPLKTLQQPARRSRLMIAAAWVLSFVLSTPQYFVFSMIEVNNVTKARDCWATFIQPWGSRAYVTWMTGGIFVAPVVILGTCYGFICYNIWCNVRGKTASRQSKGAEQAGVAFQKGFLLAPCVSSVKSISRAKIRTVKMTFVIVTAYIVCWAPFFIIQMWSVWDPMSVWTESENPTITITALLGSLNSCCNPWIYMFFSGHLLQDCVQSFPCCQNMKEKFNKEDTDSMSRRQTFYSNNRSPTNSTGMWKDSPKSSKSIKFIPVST
CHO parental Ca – ATP-evoked calcium signal inhibitors, parental CHO, primary screen, counter-screen for OX1R antagonist project, cell-based, fluorescence, Fluo-8 calcium dye. parental CHO-K1, ATP-induced calcium, Fluo-8 fluorescence. inhibition, % at 5.6 µM. AID 463079, 2010. 330,000 tested, 0.63% active;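 active = inhibition above that plate's mean sample inhibition plus 3 SD, cut at about 26% in these data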;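 also: 0% = ATP-challenged DMSO wells and 100% = DMSO wells without ATP; some compounds past the cut are filed as inactive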
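test system = CHO parental line | reagent = ATP stimulus | measured by = intracellular calcium via Fluo-8 no-wash fluorescent dye | control set = ATP and no-ATP DMSO wells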
CHO-K1 Ca ag – counter-screen for M1 agonists: effect in parental CHO-K1 cells; Fluo-8 calcium fluorescence; scaled to maximal ATP response, vehicle zero; activation, % at 3 µM; 360,000 tested, 0.48% active; in the data active = activation above about 15%;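 also: untransfected CHO-K1 host cells lacking M1 receptor as counterscreen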
GPR7 antag – GPR7 receptor antagonists, primary screen, cell-based, fluorescence, single concentration; Neuropeptides B/W receptor type 1 (Homo sapiens), P48145; GPR7-expressing cells, fluorescence antagonist assay; inhibition, % at 4.4 µM; 290,000 tested, 1.1% active; AID 1861, 2009; in the data active = inhibition above about 16%, passing the limit was not always enough;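 also: cells stimulated with the agonist NPW; 0% = agonist with vehicle and 100% = vehicle without agonist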
M1 PAM parental – nonselective calcium activators in parental CHO-K1 cells, primary screen, counter-screen for M1 PAM project, cell-based, Fluo-8 calcium fluorescence, full deck, 1536-well; ATP EC20; 0% at ATP EC20, 100% at ATP max; activation, % at 3 µM; 360,000 tested, 0.02% active;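 active = activation above the run cutoff, the mean activation of all test compounds plus 3 SD, cut at about 40% in these data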;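 also: peak over basal fluorescence ratio in a 140 s read after ATP addition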
OXTR ag – human OXTR agonists, primary screen, fluorescence, CHO-OTR cells, Fluo-8 calcium; Oxytocin receptor (Homo sapiens), P30559; Fluo-8 calcium fluorescence; normalized: DMSO 0%, oxytocin 100%; activation, % at 3 µM; 320,000 tested, 0.32% active; AID 2435, 2010;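 active = activation above the mean of all tested compounds plus 3 SD, cutoff set per screening run, cut at about 20% in these data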;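 also: peak over basal fluorescence ratio from a 100 s FLIPR kinetic read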
Target sequence (P30559 whole entry, looked up): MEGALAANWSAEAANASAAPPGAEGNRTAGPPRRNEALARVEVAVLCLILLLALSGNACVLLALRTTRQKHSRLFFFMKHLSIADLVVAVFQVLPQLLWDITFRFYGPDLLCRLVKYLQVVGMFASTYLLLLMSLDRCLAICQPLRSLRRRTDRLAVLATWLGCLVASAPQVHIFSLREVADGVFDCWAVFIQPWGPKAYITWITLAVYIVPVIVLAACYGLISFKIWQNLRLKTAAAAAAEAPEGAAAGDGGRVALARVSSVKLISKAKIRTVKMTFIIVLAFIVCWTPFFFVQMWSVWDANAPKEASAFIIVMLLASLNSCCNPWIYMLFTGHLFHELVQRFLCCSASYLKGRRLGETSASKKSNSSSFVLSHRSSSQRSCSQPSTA
TAAR1 antagonist – human TAAR1 antagonists, primary screen, Fluo-8 calcium fluorescence, CHO RD-HGA16 cells; Trace amine-associated receptor 1 (Homo sapiens), Q96RJ0; antagonist; inhibition, % at 3 µM; 360,000 tested, 1.5% active;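 active = inhibition above a per-plate cutoff, the mean inhibition of test compounds on that plate plus 3 SD, cut at about 49% in these data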;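 also: 0% = DMSO plus EC80 beta-PEA response and 100% = DMSO alone without agonist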
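Test system: hTAAR1-expressing CHO RD-HGA16 cells, Gα16-coupled; Probe or stimulus: EC80 β-phenethylamine stimulus; Compound dosing: single nominal final test compound concentration of 3 µM; Timing: 140 s kinetic read after compound, 140 s after agonist; Signal: Fluo-8 calcium-sensitive fluorescence; Measure: % inhibition of agonist calcium response; Controls: DMSO and EC80 PEA controls.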
OXTR potentiate – human OXTR potentiators, primary screen, fluorescence, CHO-OTR cells, Fluo-8 calcium; Oxytocin receptor (Homo sapiens), P30559; Fluo-8 calcium fluorescence, potentiator mode; 0% = oxytocin EC15, 100% = EC100; activation, % at 3 µM; 320,000 tested, 0.061% active;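 active = activation above that plate's cutoff, the mean activation of tested compounds plus 3 SD, cut at about 6.6% in these data, passing the limit was not always enough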;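 also: 100% uses oxytocin at 75 nM as the full agonist control; some results filed as inactive read as strong as hits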
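Measured by – Fluo-8 calcium dye fluorescence · Test system – human OTR in CHO cells · Dosing – one concentration, 3.0 µM compound · Controls – EC15 oxytocin alone as 0%, 75 nM oxytocin as 100% · Evaluation – normalized max/min fluorescence ratio, % activation · Timing – 6 min pre-incubation, 100 s read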
CHO-K1 Ca antag – nonselective inhibitor or artifact in parental CHO-K1 cells. ATP-induced calcium, Fluo-8 fluorescence. inhibition, % at 3 µM. 360,000 tested, 0.6% active. AID 602250;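 active = inhibition above a per-plate cutoff, the plate's mean sample inhibition plus 3 SD, cut at about 24% in these data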;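 also: 0% = DMSO plus EC80 ATP and 100% = DMSO alone without ATP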
* = called active by the depositor; . = no result given.

SMILES | V1aR counter | CHO parental Ca | CHO-K1 Ca ag | GPR7 antag | M1 PAM parental | OXTR ag | TAAR1 antagonist | OXTR potentiate | CHO-K1 Ca antag
CCOc1ccccc1C1N(c2ccc(F)cc2)C(=O)C2CCCN21 (stereo not drawn) | 0.7 | -24.4 | -0.2 | -10.4 | -6.0 | -0.6 | -15.7 | -14.2 | 18.2
Cn1nccc1NS(=O)(=O)c1ccc(C(C)(C)C)cc1 | 3.5 | 0.2 | 5.2 | -3.0 | 12.7 | 4.0 | -5.5 | -4.9 | -7.8
O=C(Nc1nc(-c2nc3ccccc3s2)cs1)C1CC1 | -0.5 | -8.8 | 0.9 | -4.1 | 14.4 | -1.2 | -2.8 | -3.8 | -1.5
Cc1cc(OC(=O)Cc2cccc3ccccc23)c([N+](=O)[O-])c(=O)[nH]1 | 0.2 | 2.4 | 0.1 | -4.8 | 10.7 | -0.5 | 0.3 | -2.5 | -2.3
CCCCP(=O)(CCCC)Cc1ccccc1 | -0.2 | -4.4 | 0.3 | -2.0 | 10.3 | -0.3 | -4.7 | -3.5 | -6.7
COc1ccccc1C(=O)COC(=O)C(CCSC)NC(=O)COc1ccccc1 (stereo not drawn) | -0.7 | -15.1 | 1.4 | . | 2.6 | -2.4 | -4.5 | -14.2 | -14.2
Cc1nn(Cc2ccc(Cl)cc2)c(C)c1NC(=O)CSc1nc2c(c(C(F)(F)F)n1)CCc1ccccc1-2 | -0.4 | -15.2 | 0.5 | 16.3 | -6.0 | -0.2 | 2.8 | 2.4 | -35.4
COc1cc(OC)cc(C(=O)N2CCN(S(C)(=O)=O)CC2)c1 | 2.8 | -6.8 | 0.2 | -7.0 | 15.0 | 1.0 | -1.9 | -5.2 | -5.5
Cc1nc(COC(=O)c2ccc(CO)cc2)cs1 | 0.6 | -11.6 | 1.6 | -12.5 | 12.5 | 1.0 | -9.5 | -8.8 | -10.1
O=C(CCCCCNC(=O)N1CCn2c1nc1ccccc12)NCc1ccc(F)cc1 | -0.5 | -24.4 | -0.3 | -4.7 | -3.3 | -1.4 | -15.0 | 10.9 | -8.4
CC(/C=C/c1ccc2c(c1)OCO2)=N/NC(=O)c1ccncc1 | 1.3 | -4.0 | 1.0 | -5.3 | 5.1 | -1.0 | -7.7 | -7.8 | -8.4
CCOc1ccccc1CN1CCN(Cc2[nH]c3ccccc3c2C)CC1CCO (stereo not drawn) | 3.7 | -6.0 | 0.1 | 7.7 | 16.4 | 8.4 | -21.6 | -5.4 | 4.7
Cc1ccc(-c2nnn(CC(=O)N(CC(=O)NC3CCCCC3)c3ccccc3F)n2)o1 | . | . | 4.1 | -5.4 | 15.1 | . | -2.5 | . | -12.3
Cc1ccnc2nc(C(=O)OCC(=O)NC3CCCC(C)C3C)nn12 (stereo not drawn) | 0.2 | -5.0 | -0.6 | . | -4.1 | 0.3 | -4.4 | -2.7 | -15.6
c1ccc(CCCCc2ccncc2)cc1 | . | . | 0.4 | . | -15.9 | . | -4.5 | . | 2.1
c1ccc(-n2nnc3ccccc32)cc1 | -0.5 | -0.5 | 0.1 | -7.5 | 13.8 | -2.1 | -0.5 | 4.1 | 3.6
NS(=O)(=O)c1ccc(O)c(NC(=O)c2ccc([N+](=O)[O-])o2)c1 | 0.3 | -8.4 | 0.2 | -13.4 | 11.1 | 0.5 | -13.8 | -3.7 | -7.7
COc1ccc(OC)c(NS(=O)(=O)c2ccc(-c3coc(C)n3)cc2)c1 | 4.1 | -6.4 | 2.7 | -2.8 | 12.4 | 2.7 | . | -16.1 | -4.2
CCCCn1c(N)c(N(CCOC)C(=O)c2c(CC)noc2C)c(=O)[nH]c1=O | 1.4 | -15.3 | -0.1 | . | 10.7 | 0.7 | -11.5 | 3.4 | -12.9
O=C(NCc1cccc(Cl)c1)C1CCCN(c2ncnc3c2nc2n3CCCCC2)C1 (stereo not drawn) | -0.5 | -32.6 | 1.4 | 5.5 | 5.6 | 3.9 | -7.3 | -15.6 | -4.8
COc1ccc(S(=O)(=O)N2CCOC2CNC(=O)C(=O)NCc2ccco2)cc1 (stereo not drawn) | -0.4 | -10.3 | 1.3 | -7.3 | 27.3 | -0.4 | -4.9 | -2.5 | -11.7
COc1ccc(CN2C(=O)c3cccnc3C2=O)cc1S(=O)(=O)N1CCOc2ccc(Cl)cc21 | 2.6 | -10.7 | 4.1 | 11.6 | -0.7 | 0.8 | 8.7 | -10.3 | 5.5
Cc1cc(C)cc(NC(=O)CSCc2cc(=O)n3ccsc3n2)c1 | 0.9 | -17.2 | 0.6 | -14.0 | 12.2 | -0.5 | -40.9 | 0.4 | 2.6
CCCCCCCn1c2c(c(=N)c3ccccc31)CCC2 | 0.5 | 21.7 | 1.4 | 52.7* | 8.6 | 0.2 | -1.2 | -2.2 | 8.7
Cc1ccc(Nc2[nH]c(=O)c3ccccc3c2C(=O)c2ccccc2)cc1 | 0.3 | -3.9 | . | . | . | -0.1 | . | -10.4 | .
CCCCN(C1CCS(=O)(=O)C1)S(=O)(=O)c1ccc(OC)cc1 (stereo not drawn) | -0.6 | -10.4 | 1.6 | . | -5.2 | 1.0 | 0.8 | 3.0 | -1.9
CC(Sc1nc(NCc2ccccc2)nc(N(C)C)n1)C(=O)Nc1ccccc1 (stereo not drawn) | 0.6 | -15.2 | 0.0 | 9.7 | 7.0 | -1.1 | 26.4 | -7.0 | 4.0
CCCNc1nc(=S)n(-c2ccccc2)c(C)c1C(C)=O | -0.8 | -7.9 | 12.2 | -10.8 | 16.2 | -0.9 | 4.3 | -15.3 | 2.5
CC(C)CCOc1cccc(C2c3c(oc4ccccc4c3=O)C(=O)N2CCCN2CCOCC2)c1 (stereo not drawn) | . | . | 0.2 | . | 14.6 | . | -6.2 | . | -1.7
C=CCSc1nc(C)c(CCCC)c(=O)[nH]1 | -1.1 | 3.7 | -0.9 | 8.7 | -11.3 | -2.9 | 13.0 | -9.4 | -9.4
COc1ccc(S(=O)(=O)N2CCCC2CNC(=O)C(=O)NCc2ccccc2Cl)cc1 (stereo not drawn) | 0.9 | -20.6 | 0.2 | . | 12.7 | -0.3 | -22.3 | -8.0 | -3.2
O=C(O)c1ccc(F)c(S(=O)(=O)Nc2ccccc2Cl)c1 | 0.2 | -10.2 | 0.4 | -19.2 | 28.6 | 0.9 | -14.0 | -5.9 | -9.6
O=C(N/N=C/c1cc2ccccc2[nH]1)c1ccccc1Cl | 0.6 | 0.8 | 2.3 | -5.9 | 17.4 | 3.5 | 11.1 | -8.8 | -16.1
Cc1ccc(N(C(C)C(=O)Nc2cc(Cl)ccc2Oc2ccccc2)S(C)(=O)=O)cc1 (stereo not drawn) | 1.2 | -7.3 | 1.4 | 4.1 | 24.4 | -1.2 | 9.7 | -14.3 | -10.0
COc1cccc(CN2CCN(CCCc3ccccc3)C(CCO)C2)c1OC (stereo not drawn) | 0.6 | -13.1 | 0.8 | 3.4 | 6.1 | -0.7 | 0.7 | -6.7 | -12.7
CC(C)C(=O)Nc1cccc(C(=O)NCCc2ccc(S(N)(=O)=O)cc2)c1 | 1.0 | 3.9 | 1.0 | -11.4 | 12.7 | 0.1 | 2.7 | 1.0 | -17.8
CCC1=NC(c2ccccc2Cl)N(O)C1(C)C (stereo not drawn) | 1.3 | 1.6 | 0.0 | 10.5 | 11.5 | -0.7 | 12.7 | -5.0 | 1.7
CN(C)c1nc2c(c(=O)[nH]c(=O)n2C)n1CCCc1ccccc1 | 1.1 | -11.4 | 0.5 | -19.0 | -2.1 | 0.7 | -8.1 | -5.2 | 0.5
O=C(COC(=O)Cc1n[nH]c(=O)c2ccccc12)Nc1ccc(Cl)cc1F | -0.3 | -11.3 | 1.1 | -2.4 | 6.2 | -0.2 | -9.9 | -14.8 | -2.9
O=C(NC1CCCC1)C(c1ccc(F)cc1)N(Cc1ccc(F)cc1)C(=O)c1ccn[nH]1 (stereo not drawn) | 0.1 | -30.4 | 1.6 | 20.1 | 7.4 | -1.3 | 9.3 | -7.1 | -19.8
O=C1CC(/C=C/c2ccc(Cl)cc2)=Nc2ccccc2N1 | 2.5 | -8.0 | -0.3 | 8.0 | 15.0 | 0.9 | -1.2 | -4.6 | -9.2
O=C(N/N=C1\C2CN3CCN(C2)CC1(c1ccccc1)C3)Nc1ccccc1 | -0.3 | -10.7 | -0.1 | -9.6 | 3.1 | -0.3 | 8.3 | -13.6 | 6.4
O=C(CN1CCN(C(=O)c2ccco2)CC1)Nc1ccc(Br)cc1 | 3.5 | 0.0 | 1.3 | -1.6 | -8.2 | 2.7 | -2.5 | 0.8 | -12.3
CC(C)(C)OC(=O)CNC(=O)c1nc[nH]c1C(=O)N1CCNCC1 | 0.8 | 11.4 | 0.2 | . | 6.5 | 0.1 | 1.6 | -7.5 | -3.8
O=C(NCCCN1CCOCC1)c1ccc(S(=O)(=O)N2CCOCC2)cc1 | 0.1 | -1.4 | 0.4 | -1.2 | -6.4 | 0.4 | 6.6 | -3.3 | -4.3
COc1ccc(/C=C(/NC(=O)c2cccs2)C(=O)NC(C)(C)C)cc1OC | 3.0 | -11.6 | 2.8 | -5.4 | 15.7 | 0.8 | -7.1 | -6.9 | -2.2
O=C(O)CC1(CC(=O)NCc2cccc(Cl)c2)CCCCC1 | 0.3 | 3.0 | 1.2 | -14.8 | 15.6 | 0.2 | 1.4 | -7.4 | -15.9
O=C(Cc1cccc2ccccc12)Nc1nc(-c2cccc([N+](=O)[O-])c2)cs1 | -0.4 | -7.7 | 0.1 | -9.5 | 11.9 | -1.8 | 17.9 | -6.5 | -9.3
CCn1cc(C(=O)O)c(=O)c2cc(F)c(N3CCN(S(=O)(=O)c4ccc(NC(=O)OC)cc4)CC3)cc21 | 0.3 | -4.4 | 0.1 | -3.2 | 15.8 | -0.4 | -1.3 | -4.2 | -8.7
CCCCN(C(=O)Nc1ccccc1)C1CCS(=O)(=O)C1 (stereo not drawn) | 0.2 | -0.2 | -0.1 | . | 1.9 | 0.6 | 9.5 | -2.6 | -11.4
CNC(=O)c1[nH]cnc1C(=O)Nc1ccccc1 | 0.3 | -12.2 | 1.2 | . | 21.2 | 0.4 | 18.4 | 2.9 | -13.4
CN(C)S(=O)(=O)Nc1cc(F)cc(F)c1 | 0.7 | -10.6 | 0.3 | -9.3 | 8.9 | 1.4 | 22.4 | -3.0 | -18.4

Assay outcomes from PubChem.
